Bioassay records from PubChem BioAssay.
NOD1 inhibition: inhibition of NOD1-driven NF-kB reporter – cell-based, luminescence, uHTS, primary screen (AID 1578) | NOD1-driven NF-kB luciferase reporter cells, luminescence; higher % means a stronger effect | inhibition, % at 4 µM; hits with a dose series show EC50 in µM | 290,000 tested, 1% active; in the data active = inhibition mostly above about 36%, no sharp cut-off; inactive = mostly below about 34%;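 also: HEK-293T reporter cells stimulated with the NOD1 agonist gamma-tri-DAP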
GPR55 activation: selective activators of receptor GPR55 – imaging, U2OS cells, beta-arrestin-GFP redistribution, primary screen (AID 1961); U2OS GPR55 beta-arrestin-GFP redistribution imaging; higher % means a stronger effect; activation, % at 10 µM, or EC50 in µM where a hit was titrated; 290,000 tested, 0.048% active;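 active = activation above 40% with more than 50 cells counted in the well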;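 also: U2OS osteosarcoma cells stably expressing GPR55 and beta-arrestin-GFP; plate controls were DMSO negative control for no effect and LPI positive control for full effect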
CSM14.1 death rescue: protection against thapsigargin-triggered cell killing – 384-well, CSM14.1, ATP luminescence, primary screen (AID 1222); CSM14.1 thapsigargin-induced death rescue, ATP luminescence; higher % means a stronger effect; one-dose cellular ATP content (survival), % at 20 µM; EC50 in µM for titrated hits; 190,000 tested, under 10 active;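 active = EC50 below 50 µM in the dose-response confirmation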;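 also: death triggered by thapsigargin at about 15 µM added after 2 h compound pretreatment; cell ATP read after overnight thapsigargin exposure of roughly 18 to 22 hours; normalized against plate controls of thapsigargin alone and 5% DMSO vehicle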
NTR1 agonist: NTR1-driven beta-arrestin-GFP spot formation – imaging, U2OS cells, high content, primary screen (AID 493036). P30989. activation, % at 20 µM. agonist mode. 330,000 tested, 0.17% active;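 active = activation at or above 40% of the spot to cytoplasm intensity ratio, with at least 20 cells analyzed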;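 also: 0% = DMSO without peptide and 100% = 100 nM NTR1 peptide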
Target sequence (P30989 whole entry, looked up): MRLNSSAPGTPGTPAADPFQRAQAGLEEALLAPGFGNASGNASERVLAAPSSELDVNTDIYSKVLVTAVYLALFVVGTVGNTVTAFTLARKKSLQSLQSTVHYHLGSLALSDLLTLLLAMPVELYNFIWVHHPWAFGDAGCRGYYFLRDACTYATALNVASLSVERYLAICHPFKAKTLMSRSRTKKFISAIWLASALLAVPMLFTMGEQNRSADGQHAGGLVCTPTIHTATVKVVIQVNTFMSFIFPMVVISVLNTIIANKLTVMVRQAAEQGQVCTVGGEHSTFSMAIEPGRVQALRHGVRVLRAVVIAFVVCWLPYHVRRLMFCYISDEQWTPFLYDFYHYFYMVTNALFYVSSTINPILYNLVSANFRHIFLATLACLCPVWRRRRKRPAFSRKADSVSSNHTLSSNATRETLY
KOR beta-arrestin-1: KOR antagonists, beta-arrestin recruitment, cell-based, luminescence, uHTS (AID 1778) | KOR beta-arrestin recruitment, luminescence, antagonist mode; higher % means a stronger effect | one-dose inhibition, % at 10 µM; IC50 in µM for titrated hits | 290,000 tested, 0.091% active; also: strong numbers were not always called active
KOR beta-arrestin-2: kappa opioid receptor activators – cell-based, luminescence, uHTS, primary screen (AID 1777); 280,000 tested, 0.02% active; one-dose activation, % at 10 µM; EC50 in µM for titrated hits; KOR beta-arrestin recruitment, luminescence; higher % means a stronger effect; in the data active = activation above about 50%, passing the limit was not always enough; also: a part of the inactive calls stands beside numbers as strong as those of hits
TNAP activators: stimulation of alkaline phosphatase TNAP activity – biochemical, luminescent, no phosphate acceptor, uHTS, primary screen (AID 1001). 200,000 tested, 0.03% active. purified TNAP, luminescent activation assay, no phosphate acceptor; higher activation fold means a stronger effect. activation fold at 20 µM; hits with a dose series show EC50 in µM; in the data active = activation fold from about 3, or a potency from the dose series; inactive = the rest, 99 in 100 with activation fold below about 1.6; also: many of its hits are not listed in these tables
Yfh1-depleted yeast: mitochondrial function rescue without frataxin homolog – Friedreich's ataxia, plus single-dose screen, dose response (AID 1465); S. cerevisiae Yfh1-off respiration, WST-1 reduction, 72 h; higher fold induction means a stronger effect; fold induction at 50 µM; hits with a dose series show EC50 in µM; 220,000 tested, 0.074% active;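 active = fold induction of absorbance versus untreated yeast above a set limit, then at least 30% activation at any dose in follow-up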;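 also: activators that raise dye reduction in frataxin-depleted yeast; strong numbers were not always called active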
NOD2 inhibition: NOD2 signaling inhibitors, cell-based, luminescence, uHTS, HEK293 (AID 1566) | 290,000 tested, 0.63% active | HEK293 NOD2/NF-kB luciferase reporter, luminescence; higher % means a stronger effect | inhibition, % at 4 µM; hits with a dose series show EC50 in µM; also: many of its hits are not listed in these tables
NTR1 agonist cell count 20 µM: further read-out of NTR1 agonist, marked with its call; cell count; measured here: cell count, cytotoxicity flag
* = called active by the depositor; i = inactive; . = not tested or not shown; [ ] = remark or other dose. Rule as the data show it, unless noted: active = inhibition above about 50%; inactive = the rest. A portion of the library (hit frequency here may not be typical).

| # | Molecule | NOD1 inhibition | GPR55 activation | CSM14.1 death rescue | NTR1 agonist | NTR1 agonist cell count 20 µM | KOR beta-arrestin-1 | KOR beta-arrestin-2 | TNAP activators | Yfh1-depleted yeast | NOD2 inhibition |
| --- | --- | --- | --- | --- | --- | --- | --- | --- | --- | --- | --- |
| 1 | CCn1c(COc2ccc(C)cc2)nnc1SCC(=O)Nc1cc(OC)ccc1OC | 3% | 0.2% | 0.8% | 1.3 | 89 | 1% | -3.9% | 1.1 | i | 23% |
| 2 | S=C(NCc1cccnc1)NCc1cccnc1 | -23% | 0.1% | -0.7% | -1.0 | 66 | -14% | -3.8% | 1.1 | i | -1% |
| 3 | C/C(=N\NC(N)=O)c1ccccc1Cl | -8% | 0.0% | . | -0.4 | 55 | -28% | -2.0% | . | i | 13% |
| 4 | CSc1nc2c(c(=O)[nH]c(=O)n2C)n1Cc1ccccc1 | -2% | -0.2% | . | 0.3 | 57 | 10% | -3.0% | . | . | 8% |
| 5 | CC(=O)NC1CCCc2c1cnn2-c1ccc(C(C)(C)C)cc1 (configuration not stated) | -4% | -0.1% | . | 0.6 | 53 | 15% | 0.8% | . | . | 18% |
| 6 | COc1ccc(S(=O)(=O)N(CC(=O)N2CCN(C)CC2)C2CCCCC2)cc1OC | -11% | -0.1% | -2.0% | 1.0 | 37 | 8% | -0.6% | 1 | i | -4% |
| 7 | Cc1c(C(=O)O)sc2nc(CSc3nnc(-c4ccc(F)cc4)n3C)[nH]c(=O)c12 | 6% | 0.7% | -1.4% | 1.6 | 47 | -9% | -4.5% | 1 | i | -12% |
| 8 | CCOC(=O)c1ccc(NC(=S)N(CCN(C)C)Cc2cccs2)cc1 | -37% | 0.1% | -0.2% | 1.4 | 67 | -11% | 0.9% | 1.1 | i | -28% |
| 9 | CS(=O)(=O)N(CC(=O)Nc1ccccc1C(=O)N1CCCC1)c1ccc2c(c1)OCO2 | -21% | -0.3% | -1.1% | -0.6 | 40 | 2% | -3.2% | 1.2 | i | 13% |
| 10 | COc1ccc(C(=O)C2=NN(C(C)=O)CC2c2ccco2)cc1 (configuration not stated) | -18% | 0.1% | 1.1% | 0.0 | 54 | 9% | -5.4% | 1.1 | . | 24% |
| 11 | COc1nc2ccc(C)cc2cc1-c1noc(-c2ccccc2)n1 | 5% | 0.0% | -2.4% | 5.7 | 62 | 10% | 9.8% | 1 | i | -3% |
| 12 | CC(NS(=O)(=O)OCC(Cl)(Cl)Cl)c1ccc(C(C)(C)C)cc1 (configuration not stated) | 44% | -0.3% | . | . | . | 9%[20 µM] | 3.3% | . | . | 17% |
| 13 | COc1ccc(-c2noc(CN(C(=O)c3ccc4c(c3)OCO4)C(C)C)n2)cc1 | 24% | 0.3% | . | 1.8 | 43 | -11% | 7.6% | . | . | -15% |
| 14 | Cc1cc(-c2n[nH]c(=S)n2-c2ccc(F)cc2)nn1C | -20% | -0.1% | -0.1% | -1.4 | 92 | -2%[20 µM] | -6.0% | 1 | i | 15% |
| 15 | Cc1c(C(=O)O)c(-c2ccccc2)nn1-c1ccccc1 | 6% | -0.4% | -2.8% | -0.5 | 60 | -34% | 6.6% | 1.1 | i | -5% |
| 16 | CC1=C(C(N)=O)C(c2ccc(Cl)cc2)n2nc(CCCO)nc2N1 (configuration not stated) | -12% | 0.8% | . | 0.1 | 89 | -27% | -3.5% | . | . | -11% |
| 17 | COc1ccc(-c2c(C#N)c(N)nc3c2CCCCCC3)cc1OC | -7% | -0.1% | -0.5% | -0.6 | 49 | -13% | -1.1% | 1.1 | i | 8% |
| 18 | Cc1cc(OCCCC(=O)NC2=NCCS2)ccc1Cl | 9% | 0.0% | -0.4% | -1.3 | 78 | -20% | -0.2% | 1.1 | i | -1% |
| 19 | CCCc1cc(=O)[nH]c(SCCN2C(=O)c3ccccc3C2=O)n1 | -17% | 0.0% | -0.4% | 1.9 | 43 | -5% | -7.4% | 1.1 | i | 15% |
| 20 | CC(=O)Nc1ccc(S(=O)(=O)Nc2nc(-c3ccc(C(C)(C)C)cc3)cs2)cc1 | 8% | 0.7% | -0.2% | -0.9 | 34 | 25% | -1.6% | 1.1 | i | -10% |
| 21 | Cc1nccn1CC(=O)N/N=C/c1cccs1 | -11% | 0.4% | . | -0.8 | 44 | -21% | 6.4% | . | i | -8% |
| 22 | CCN(CC)CCNC(=O)c1c(C)n(-c2ccccc2)c2cc(Br)c(OC)cc12 | -30% | 0.2% | -6.6% | 2.0 | 69 | -28% | 5.9% | 1.1 | i | 18% |
| 23 | S=C(NC1CCCCC1)N(CCc1ccccc1)CCc1ccccc1 | 3% | -0.2% | 3.8% | 1.0 | 74 | -24% | 1.9% | 1.1 | i | -18% |
| 24 | O=C1SCC(c2ccc(Cl)cc2Cl)=NN1Cc1nnc(-c2ccccc2)o1 | 18% | -0.3% | 1.2% | 1.0 | 59 | -38% | 10% | 1 | i | -8% |
| 25 | CCOC(=O)c1c(C)[nH]c(C(=O)NNC(=O)c2ccc(C(C)(C)C)cc2)c1C | 10% | -0.2% | 2.0% | -0.8 | 29 | -10% | -4.0% | 1.2 | i | -3% |
| 26 | Cc1cc(C)cc(OCC(=O)O/N=C(\N)c2cccnc2)c1 | -14% | -0.1% | . | . | . | -5% | 5.4% | . | i | 6% |
| 27 | COc1ccc(-c2csc(NC(C)=O)n2)cc1OC | -28% | -0.1% | -6.4% | 0.9 | 76 | 0% | 8.1% | 1.1 | i | -13% |
| 28 | Cc1ccc(CS(=O)(=O)Cc2ccc(C(=O)NCc3cccnc3)o2)cc1 | 25% | -0.1% | -2.2% | -1.0 | 49 | -36% | -3.6% | 1 | i | 15% |
| 29 | CCC(C)NS(=O)(=O)c1ccc(OCC(=O)NCc2ccccn2)cc1 (configuration not stated) | 0% | -0.1% | -0.3% | 0.4 | 64 | -21%[20 µM] | . | 1 | i | 8% |
| 30 | O=C(C1CC1)N1CCc2cc(Br)cc(S(=O)(=O)N3CCOCC3)c21 | -3% | -0.1% | -0.4% | . | . | -17% | -2.7% | 1.2 | i | 13% |
| 31 | CC1CCC(N2CCN(S(C)(=O)=O)CC2)CC1 (configuration not stated) | 2% | -0.2% | 3.4% | 0.5 | 65 | 12% | -0.5% | 1.1 | i | -3% |
| 32 | CCCCC(CC)CNC(=O)CN1C(=O)NC2(CCc3ccccc32)C1=O (configuration not stated) | -26% | 0.4% | . | -0.4 | 50 | -11% | 65% | . | . | -6% |
| 33 | N#Cc1ccc(CSC2=NCCN2)cc1 | -28% | 0.1% | -0.4% | -0.5 | 45 | 14% | -1.3% | 1.1 | i | 8% |
| 34 | Cc1ccc(Cn2c(C3CCCN3c3nc(C)cs3)nc3cc(C(F)(F)F)ccc32)cc1 (configuration not stated) | -11% | -0.2% | . | 5.7 | 88 | 7%[20 µM] | -3.8% | . | . | 2% |
| 35 | Cc1nnc(NC(=O)CC(CN(C)S(=O)(=O)c2ccccc2)c2ccccc2)s1 (configuration not stated) | -4% | -0.2% | 0.2% | -1.3 | 58 | 3% | -7.0% | 1 | i | 0% |
| 36 | O=C(NCCCN1CCOCC1)C(C(=O)NCCCN1CCOCC1)c1ncc(C(F)(F)F)cc1Cl | -28% | -0.1% | -1.0% | 0.4 | 37 | 7% | -3.2% | 1.5 | i | 12% |
| 37 | Cc1cc(C)cc(C(=O)NCCN2CCOCC2)c1 | -2% | -0.1% | . | 0.4 | 48 | -7% | 0.4% | . | . | 13% |
| 38 | CCCCOc1ccc(C2/C(=C(\O)c3ccc4c(c3)OCCO4)C(=O)C(=O)N2CCCN2CCOCC2)cc1 (configuration not stated) | -17% | -0.1% | . | 0.5 | 59 | 1% | 0.9% | . | . | 13% |
| 39 | COc1cc2ccccc2cc1C(=O)N(CCN(C)C)c1nc2c(OC)ccc(OC)c2s1 | -34% | 0.2% | . | 42* | 44* | -22% | 0.4% | . | . | 18% |
| 40 | CCN(CC)S(=O)(=O)c1ccc2c(c1)nc(SCC(N)=O)n2-c1ccc(OC)cc1 | -21% | -0.2% | -0.7% | -0.6 | 40 | 15% | -2.6% | 1 | i | 6% |
| 41 | CCOC(=O)C1CCCN(C(=O)c2ccc(Cl)cc2)C1 (configuration not stated) | -16% | 0.2% | 2.2% | 0.3 | 54 | -27%[20 µM] | -4.6% | 1 | i | 10% |
| 42 | N#Cc1ccc(/C=C\c2nccc3c2[nH]c2ccccc23)cc1 | -20% | -0.2% | -1.3% | 7.0 | 57 | -36% | 1.9% | 1.1 | i | -7% |
| 43 | COC(=O)C1C(O)=C(C=NCc2ccccc2)C(=O)CC1(C)C (configuration not stated) | 18% | -0.1% | -0.4% | 1.4 | 73 | 17% | -3.5% | 1 | i | 2% |
| 44 | Cc1cc(C)n2nc(C(=O)Nc3c(C)nn(Cc4ccc(F)cc4)c3C)cc2n1 | -37% | -0.1% | 0.7% | 1.2 | 61 | -10% | 2.2% | 1.1 | i | 6% |
| 45 | CCn1c(=O)cc(SCC(=O)Nc2ccc3c(c2)OCO3)c2ccccc21 | -54% | 0.2% | -2.9% | 1.8 | 57 | 16% | -0.6% | 1.1 | i | -12% |
| 46 | Cc1c(C(=O)N/N=C/c2ccccc2)sc(=S)n1C | -38% | -2.3% | -0.7% | -1.9 | 34 | 17% | 0.1% | 1 | i | -13% |
| 47 | O=C(NCc1cccc(Cl)c1)c1ccc2ccccc2n1 | -19% | -0.2% | . | 0.8 | 65 | -7% | -5.7% | . | . | 13% |
| 48 | CCOC(=O)c1ccc(NC(=S)N(CCCN2CCCC(C)C2)Cc2ccco2)cc1 (configuration not stated) | 8% | 0.3% | -1.3% | 3.5 | 48 | -27% | -1.7% | 1.1 | i | -13% |
| 49 | c1ccc(CN2CCN(c3ncccn3)CC2)nc1 | 16% | 0.2% | -0.9% | . | . | -31% | -6.1% | 1.2 | . | 14% |
| 50 | COc1ccc(C(=O)Nc2ccccc2Cc2ccccc2)c(OC)c1 | -10% | -0.4% | -0.6% | 2.2 | 35 | 7% | -6.0% | 1.1 | i | 14% |
| 51 | CC(/C=C1\NC(=S)NC1=O)=C\c1ccccc1 | -10% | 0.0% | . | 0.8 | 101 | 9% | 9.0% | . | i | -8% |
| 52 | Cc1cccc(NS(=O)(=O)c2cccc3nsnc23)c1 | 8% | -0.1% | 1.0% | 0.1 | 31 | -14% | 0.8% | 1.1 | i | 22% |
| 53 | Cc1ccc(CNC(=O)C2CCC(CNS(=O)(=O)c3cccs3)CC2)cc1 (configuration not stated) | 4% | -0.2% | . | 1.5 | 53 | -17% | 0.6% | . | . | -15% |
| 54 | N#CCCCCn1c(-c2cncs2)nc2ccccc21 | 11% | -0.1% | -2.1% | 0.3 | 74 | -25% | 3.4% | 1 | i | 3% |
| 55 | N#CCSc1nnc(-c2ccc(S(=O)(=O)N3CCOCC3)cc2)n1CC1CCCO1 (configuration not stated) | -21% | -0.3% | -1.9% | 1.2 | 83 | -12% | 0.5% | 1 | i | 15% |
| 56 | CN(CCO)c1nc(NCc2ccccc2)c2cnn(C)c2n1 | -27% | 0.1% | . | 0.6 | 76 | -27% | 2.4% | . | . | -8% |
